Ba/F3 V617F tox: loss of viability in JAK2V617F-driven Ba/F3 cells; 1.1% of 220,000 active; inhibition, % at 5.6 µM; Ba/F3 EpoR-JAK2V617F viability, ATP luminescence;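 active means inhibition above the campaign mean plus 3 SD over all tested compounds, cut at about 24% in these data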;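 further: cytokine-independent growth of Ba/F3 cells driven by EpoR plus mutant JAK2; 0% = DMSO-treated cells and 100% = JAK inhibitor I control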
NPY2 pot ag: human NPY-Y2 potentiation or agonism, primary screen; cells expressing NPY-Y2, potentiator/agonist read-out; activation, % at 3.6 µM; 0.45% of 220,000 active; in the data active means activation above about 27%;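 further: cells stimulated with NPY near EC25 plus isoproterenol at EC100; 0% = vehicle plus submaximal agonist and 100% = vehicle plus saturating agonist; some results beyond the cut were filed as inactive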
Target sequence (P49146 whole entry, looked up): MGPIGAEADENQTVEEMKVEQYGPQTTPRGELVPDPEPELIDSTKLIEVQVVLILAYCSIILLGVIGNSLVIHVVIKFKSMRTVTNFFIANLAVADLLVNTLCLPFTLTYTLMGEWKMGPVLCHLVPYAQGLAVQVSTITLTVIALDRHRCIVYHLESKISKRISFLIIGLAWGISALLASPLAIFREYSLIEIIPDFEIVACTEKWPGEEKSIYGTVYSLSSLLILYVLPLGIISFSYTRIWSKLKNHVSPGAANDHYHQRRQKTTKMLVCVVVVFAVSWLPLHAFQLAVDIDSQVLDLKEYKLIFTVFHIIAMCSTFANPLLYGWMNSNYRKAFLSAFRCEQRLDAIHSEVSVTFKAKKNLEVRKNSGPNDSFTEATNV
eIF4E 4G PPI: blocks eIF4E binding to eIF4G; 0.37% of 220,000 active; inhibition, % at 21.7 µM; TR-FRET eIF4E-eIF4GI(517-606) binding, 2 h;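 active means inhibition above about 30%, limit read from the data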;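 further: 0% = full FRET control wells and 100% = background wells lacking eIF4GI fragment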
PERK inhibitor: human PERK inhibition, primary cell-based screen | Q9NZJ5 | CHO PERK-DD fusion, SEAP luminescence translation reporter | inhibition, % at 5.6 µM | 0.17% of 220,000 active;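 active means inhibition above the mean inhibition of all tested compounds plus 3 SD, set separately per screening campaign, cut at about 2.9% in these data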;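 further: PERK kinase domain activated by AP20187 dimerizer at 100 nM; 0% = DMSO with dimerizer and 100% = rapamycin at 8.4 µM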
BaF3 parental: reduces parental Ba/F3 cell viability, JAK2V617F counter-screen; 1.1% of 220,000 active; inhibition, % at 5.6 µM; CellTiter-Glo ATP luminescence;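 active means inhibition above a per-campaign cutoff, the mean inhibition of all tested compounds plus 3 SD, cut at about 27% in these data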;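 further: 0% = DMSO wells and 100% = JAK Inhibitor I control wells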
MDM2 E3 inh: inhibitors of human Mdm2 E3 ubiquitin ligase. Q00987. cell-based MDM2 ubiquitination luciferase reporter, 2 h; 0 = plate control, 100 = twice control, blank-subtracted. signal enhancement, % at 5 µM. 0.11% of 210,000 active. AID 1230;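 active means signal enhancement of 30% or more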;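 further: luminescence tracks abundance of the self-degrading MDM2-luciferase fusion protein; higher signal means inhibition of MDM2 E3 ligase activity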
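test system = mammalian cells stably expressing self-ubiquitinating, self-degrading MDM2 E3–luciferase fusion | quantity = 2000 cells/well | incubation = cell settling 4 h, compound treatment 2 h, both 37 °C | signal = luminescence with SteadyLite reagent, 15 min at room temperature | evaluation = % enhancement relative to plate controls after blank subtraction | benchmarks = plate controls and plate blanks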
S1P4 ag: agonists of human S1P4 receptor | 0.35% of 220,000 active | activation, % at 4.98 µM | S1P4-expressing cell line, agonist reporter assay | O95977 | AID 1509; in the data active means activation above about 11%;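 further: 0% = DMSO vehicle and 100% = reference agonist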
Wee1 stabilizer: blocks degradation of human Wee1 kinase; AID 1321; 1.2% of 220,000 active; HeLa Luc-Wee1K328M stability, luciferase luminescence; 100% = proteasome inhibitor MG132 effect; P30291; reporter increase, % at 5 µM;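 active means activation above the mean of all tested compounds plus 3 SD, set per screening run, cut at about 8.8% in these data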;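 further: cells exposed to compound for 20 h before luminescence read; 0% = DMSO alone and 100% = MG132 at 30 µM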
S1P4 antag: antagonists of human S1P4 receptor; inhibition, % at 4.98 µM; AID 1510; 0.26% of 220,000 active; O95977; S1P4-expressing cells, antagonist mode, reporter read-out; in the data active means inhibition above about 29%;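 further: 0% = wells stimulated with agonist and 100% = vehicle wells without agonist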
An asterisk follows results filed as active; · = not tested or not shown; [ ] = remark or other dose.

SMILES	Ba/F3 V617F tox	NPY2 pot ag	eIF4E 4G PPI	PERK inhibitor	BaF3 parental	MDM2 E3 inh	S1P4 ag	Wee1 stabilizer	S1P4 antag
c1ccc(CSc2nnnn2-c2cccc3ccccc23)nc1	-5	-7	0	0.1	-2	13	1.6	-3	0
COc1ccccc1N1CCN(C/C(O)=C(\C#N)c2nc(-c3ccccc3)cs2)CC1	2	2	0[fluorescence artefact?]	-0.2	1	-11	-0.3	-1	-4
CC(C)CC1CC(=O)OC1(C)C(=O)CSc1nc2ccccc2s1 (stereo not drawn)	-3	-2	9	0.0	6	3	1.7	-3	-5
COc1ccc(CCNC(=O)C(=O)N2CCCCC2)cc1OC	2	-6	2	0.5	2	·	-2.8	3	-19
CCOP(=O)(OCC)C(NC(=O)Nc1ccc(Cl)cc1)C(=O)N(CC)CC (stereo not drawn)	-3	-11	1[fluorescence artefact?]	0.3	5	-2	1.6	0	-5
O=C(NCC(=O)N(Cc1ccco1)C(C(=O)NC1CCCCC1)c1cccnc1)c1cccs1 (stereo not drawn)	-2	20	-1	0.2	4	-12	1.9	-2	-6
CC(C)CC(NC(=O)c1ccc(Cl)cc1)C(=O)O (stereo not drawn)	-1	-12	-6	2.0	1	4	-3.1	2	18
O=C1CCCCCN1CP(=O)(O)CN1CCCCCC1=O	0	13	2	0.6	0	-19	0.2	-2	-2
C=CCN1C(=O)/C(=C2/Sc3ccccc3N2C)SC1=Nc1c(C)n[nH]c1C	3	-1	5	-1.3	10	-54	-0.2	-1	7
CN1N=C(C(=O)N2CCc3c([nH]c4ccccc34)C2c2ccccc2Cl)CCC1=O (stereo not drawn)	-2	3	0	0.3	4	2	-0.3	12*	6
COc1cc(NC(=O)c2ccc(Cl)cc2)c(OC)cc1Cl	8	-47	-11	-0.5	6	-8	0.4	-1	10
COCCCNCCCCOc1ccc(OCc2ccccc2)cc1	-4	-6	2	-0.2	4	-10	0.8	2	5
CN1CCN(CCC(=O)Nc2ccc3c(c2)OCO3)CC1	-4	-9	4	1.0	1	0	0.9	1	-11
CCCn1c(N)c(N(CCOC)C(=O)/C=C/c2ccc(C(=O)OC)cc2)c(=O)[nH]c1=O	0	-16	-5	0.1	5	-43	-1.4	-1	-42
Cc1c(NC(=S)N/N=C/c2ccc(O)cc2)c(=O)n(-c2ccccc2)n1C	0	-4	0	1.2	1	-31	-0.6	-1	4
Cc1ccc2c(c1)N(CC(=O)N1CCN(c3nc4ccccc4s3)CC1)C(=O)C(C)O2 (stereo not drawn)	-1	10	-2[fluorescence artefact?]	-1.2	5	-9	-0.8	-1	7
O=C(c1ccccc1Cl)N1CCC(c2nc3c(nnn3Cc3ccco3)c(=O)[nH]2)CC1	1	1	4[fluorescence artefact?]	-0.1	3	-8	-0.4	0	8
CCCc1cc(=O)n2[nH]c(-c3ccco3)nc2n1	-5	14	-9[fluorescence artefact?]	0.9	3	-18	1.7	-4	-15
CCOC(=O)c1ccc2c(c1)nc(SCC(=O)NC(C)C)n2CC	-3	-3	3[fluorescence artefact?]	-1.0	2	-5	0.4	0	-7
COc1ccc(C(=O)Nc2c(Cl)cc(Cl)cc2C(=O)N2CCOCC2)cc1	1	-12	0	0.7	8	1	0.5	8.9*	-3
Cc1noc(C)c1S(=O)(=O)Nc1ccc(C(=O)N2CCN(c3cccc(Cl)c3)CC2)cc1	-1	1	-11	-0.9	6	-11	-0.7	2	0
C/C(CC(=O)Nc1cc(C)ccn1)=N\NC(=O)c1ccc(C)cc1	-1	-2	-1	0.4	-1	-15	1.2	3	-11
CC(=O)C1=C(O)C(=O)N(CCC(=O)O)C1c1ccc(Cl)cc1Cl (stereo not drawn)	-2	0	3	0.5	6	-4	-0.6	2	-2
COc1ccc2nc(SCC(=O)NN)cc(C)c2c1	0	-6	0	0.0	11	-8	1.4	4	-7
CCOC(=O)C1(Cc2ccccc2)CCCN(Cc2ccc(OCC)c(CO)c2)C1 (stereo not drawn)	1	-5	0	0.1	7	-10	-0.2	-1	-9
Nn1cc(-c2ccccc2)nc1SCC(=O)NCC(F)(F)F	1	-10	-1	-0.2	7	-18	14*	3	-12
O=c1[nH][nH]cc1C=Nc1ccccc1Cl	1	3	-1	1.1	5	-2	2.1	-1	-8
CN(C)S(=O)(=O)c1ccc(N2CCCC2)c(C(=O)Nc2nc3ccc(F)cc3s2)c1	-1	-3	-3[fluorescence artefact?]	-0.3	1	-8	0.8	1	-3

Molecules listed so far that contain a Cl atom:
SMILES	Ba/F3 V617F tox	NPY2 pot ag	eIF4E 4G PPI	PERK inhibitor	BaF3 parental	MDM2 E3 inh	S1P4 ag	Wee1 stabilizer	S1P4 antag
CCOP(=O)(OCC)C(NC(=O)Nc1ccc(Cl)cc1)C(=O)N(CC)CC (stereo not drawn)	-3	-11	1[fluorescence artefact?]	0.3	5	-2	1.6	0	-5
CC(C)CC(NC(=O)c1ccc(Cl)cc1)C(=O)O (stereo not drawn)	-1	-12	-6	2.0	1	4	-3.1	2	18
CN1N=C(C(=O)N2CCc3c([nH]c4ccccc34)C2c2ccccc2Cl)CCC1=O (stereo not drawn)	-2	3	0	0.3	4	2	-0.3	12*	6
COc1cc(NC(=O)c2ccc(Cl)cc2)c(OC)cc1Cl	8	-47	-11	-0.5	6	-8	0.4	-1	10
O=C(c1ccccc1Cl)N1CCC(c2nc3c(nnn3Cc3ccco3)c(=O)[nH]2)CC1	1	1	4[fluorescence artefact?]	-0.1	3	-8	-0.4	0	8
COc1ccc(C(=O)Nc2c(Cl)cc(Cl)cc2C(=O)N2CCOCC2)cc1	1	-12	0	0.7	8	1	0.5	8.9*	-3
Cc1noc(C)c1S(=O)(=O)Nc1ccc(C(=O)N2CCN(c3cccc(Cl)c3)CC2)cc1	-1	1	-11	-0.9	6	-11	-0.7	2	0
CC(=O)C1=C(O)C(=O)N(CCC(=O)O)C1c1ccc(Cl)cc1Cl (stereo not drawn)	-2	0	3	0.5	6	-4	-0.6	2	-2
O=c1[nH][nH]cc1C=Nc1ccccc1Cl	1	3	-1	1.1	5	-2	2.1	-1	-8

Bioassay records: PubChem BioAssay, several laboratories
